Compound activity as filed in PubChem.
H37Rv inhibition = M. tuberculosis growth inhibition, HTS (AID 449762); M. tuberculosis H37Rv growth inhibition, 7H9 media; higher % means a stronger effect; inhibition, % at 25 µM; hits with a dose series show IC50 in µM; actives 0.59% (n = 330,000); in the data active means a potency from the dose series; inconclusive means inhibition above about 70% without an active follow-up result;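 further: bacterial growth assessed after seven days of incubation; strong numbers were not always called active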
influenza NS1A = NS1A inhibition, H1N1 influenza, cell based functional assay (AID 504329); inhibition, % at 12.5 µM, or IC50 in µM where a hit was titrated; actives 0.3% (n = 340,000); NS1A functional cell-based assay, percent inhibition; higher % means a stronger effect; in the data active means a potency from the dose series; inconclusive means inhibition above about 27% without an active follow-up result; further: strong numbers were not always called active
inhibitors of VEEV = inhibitors of VEEV TC-83 cytopathic effect, confirmation, Vero cells (AID 588727). Vero cells, VEEV TC-83 cytopathic effect inhibition; higher % means a stronger effect. inhibition, % at 20 µM; hits with a dose series show IC50 in µM. actives 0.13% (n = 350,000); in the data active means a potency from the dose series; inconclusive means inhibition mostly from about 14% at the one dose, without a potency; inactive means the rest, 99 in 100 with inhibition below about 12%; further: strong numbers were not always called active
Salmonella PhoP GFP = Inhibition of PhoP regulon, Salmonella typhi GFP reporter cells, confirmation, 4 h (AID 1850). Salmonella Typhi PhoP-promoter GFP reporter, fluorescence, 4 h; higher % means a stronger effect. inhibition, % at 50 µM; hits with a dose series show IC50 in µM. actives 0.33% (n = 310,000); in the data active means a potency from the dose series; inconclusive means inhibition mostly from about 25% at the one dose, without a potency; inactive means the rest, 99 in 100 with inhibition below about 19%;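 further: 0% = induced wells with vehicle and 100% = uninduced wells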
M. tuberculosis = growth inhibition of non-replicating M. tuberculosis (AID 488890); actives 0.39% (n = 320,000); inhibition, % at 25 µM, or IC50 in µM where a hit was titrated; Mycobacterium tuberculosis non-replicating, growth inhibition; higher % means a stronger effect; in the data active means a potency from the dose series; inconclusive means inhibition mostly from about 82% at the one dose, without a potency; inactive means the rest, 99 in 100 with inhibition below about 76%;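 further: plate controls were DMSO cells for no effect and high antibiotic wells for full effect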
inhibitors of VEEV 10K pilot screen = second read-out of inhibitors of VEEV, no call of its own (marks repeat the call); inhibition, %; measured here: 10K pilot screen inhibition
* hit, by the source's call; i = inactive; u = inconclusive; x = no result given.

Start of the data: the first 17 records (preview)
SMILES	H37Rv inhibition	influenza NS1A	inhibitors of VEEV	Salmonella PhoP GFP	M. tuberculosis	others
CCC(C(=O)NC(C)(C)C)N(Cc1ccccc1Cl)C(=O)c1snc(C(N)=O)c1N (stereo not drawn)	-3%	-1%	0.9%	-1%	-2%
CC1CC(C)CN(C(=O)CCS(=O)(=O)c2ccc3c(c2)NC(=O)CS3)C1 (stereo not drawn)	-5%	-9%	i	1%	17%
COc1ccc(O)c(C(=O)c2coc(=N)c(C(=O)Nc3ccc(SC(F)F)cc3)c2)c1	22%	4%	0.9%	-4%	21%
Cc1ccc(C(C(=O)NC2CCCC2)N2CCCC(C)C2)cc1 (stereo not drawn)	0%	29%	i	x	x
CCc1nc2ccc(C(=O)NCCc3ccco3)cc2nc1CC	-4%	11%	2.6%	5%	1%
C=CCNC(=O)c1ccc(N(C)S(=O)(=O)c2ccc(OC)cc2)cc1	7%	22%	1.4%	2%	-6%
COc1ccc(OC)c(S(=O)(=O)NCc2cn3cccc(C)c3n2)c1	1%	-8%	1.5%	-1%	-4%
CS(=O)(=O)N(CC(=O)NCc1ccc2c(c1)OCO2)c1cccc(Cl)c1	-8%	10%	1.1%	-8%	-4%
CC(=O)Oc1ccc(C(=O)Nc2cccc(C(=O)Nc3ccccc3C(=O)O)c2)cc1	6%	-1%	i	8%	-1%
CN(C)C(=O)OCc1c(-c2ccccc2)ncc2ccccc12	-3%	2%	9.4%	x	-4%
CCCc1nc2oc3cc(OC)ccc3c(=O)c2c(=O)n1CCc1ccccc1	1%	0%	12%	3%	18%
Cc1ccc(C)c(NC(=O)CN(C)C(=O)C2CCCC2)c1	-8%	2%	i	x	2%
CCCNC(=O)c1onc(CSc2nc3ccccc3[nH]2)c1C(=O)NCCC	3%	-4%	0.6%	14%	-12%	inhibitors of VEEV 10K pilot screen=2.0
Cc1ccc(CNC(=O)CN(C(=O)C2(C)CC(=O)N=C3C=CC=CN32)c2cc(C)ccc2C)cc1 (stereo not drawn)	-4%	5%	1.9%	6%	14%
CC1(C)Cc2c(cnn2-c2ccc(F)cc2)C(NC(=O)C2CCC2)C1 (stereo not drawn)	-3%	-4%	3.5%	-12%	11%
CCC(C)n1c(=O)c2sccc2n2c(CCCC(=O)N3CCC(C(N)=O)CC3)nnc12 (stereo not drawn)	0%	7%	0.4%	-6%	-19%
CCC(=O)Nc1c(C(=O)N2CCN(c3ccccn3)CC2)cnn1-c1ccc(Cl)cc1	8%	-4%	1.5%	-2%	-3%

Main list (from the top)
SMILES	H37Rv inhibition	influenza NS1A	inhibitors of VEEV	Salmonella PhoP GFP	M. tuberculosis	others
CCC(C(=O)NC(C)(C)C)N(Cc1ccccc1Cl)C(=O)c1snc(C(N)=O)c1N (stereo not drawn)	-3%	-1%	0.9%	-1%	-2%
CC1CC(C)CN(C(=O)CCS(=O)(=O)c2ccc3c(c2)NC(=O)CS3)C1 (stereo not drawn)	-5%	-9%	i	1%	17%
COc1ccc(O)c(C(=O)c2coc(=N)c(C(=O)Nc3ccc(SC(F)F)cc3)c2)c1	22%	4%	0.9%	-4%	21%
Cc1ccc(C(C(=O)NC2CCCC2)N2CCCC(C)C2)cc1 (stereo not drawn)	0%	29%	i	x	x
CCc1nc2ccc(C(=O)NCCc3ccco3)cc2nc1CC	-4%	11%	2.6%	5%	1%
C=CCNC(=O)c1ccc(N(C)S(=O)(=O)c2ccc(OC)cc2)cc1	7%	22%	1.4%	2%	-6%
COc1ccc(OC)c(S(=O)(=O)NCc2cn3cccc(C)c3n2)c1	1%	-8%	1.5%	-1%	-4%
CS(=O)(=O)N(CC(=O)NCc1ccc2c(c1)OCO2)c1cccc(Cl)c1	-8%	10%	1.1%	-8%	-4%
CC(=O)Oc1ccc(C(=O)Nc2cccc(C(=O)Nc3ccccc3C(=O)O)c2)cc1	6%	-1%	i	8%	-1%
CN(C)C(=O)OCc1c(-c2ccccc2)ncc2ccccc12	-3%	2%	9.4%	x	-4%
CCCc1nc2oc3cc(OC)ccc3c(=O)c2c(=O)n1CCc1ccccc1	1%	0%	12%	3%	18%
Cc1ccc(C)c(NC(=O)CN(C)C(=O)C2CCCC2)c1	-8%	2%	i	x	2%
CCCNC(=O)c1onc(CSc2nc3ccccc3[nH]2)c1C(=O)NCCC	3%	-4%	0.6%	14%	-12%	inhibitors of VEEV 10K pilot screen=2.0
Cc1ccc(CNC(=O)CN(C(=O)C2(C)CC(=O)N=C3C=CC=CN32)c2cc(C)ccc2C)cc1 (stereo not drawn)	-4%	5%	1.9%	6%	14%
CC1(C)Cc2c(cnn2-c2ccc(F)cc2)C(NC(=O)C2CCC2)C1 (stereo not drawn)	-3%	-4%	3.5%	-12%	11%
CCC(C)n1c(=O)c2sccc2n2c(CCCC(=O)N3CCC(C(N)=O)CC3)nnc12 (stereo not drawn)	0%	7%	0.4%	-6%	-19%
CCC(=O)Nc1c(C(=O)N2CCN(c3ccccn3)CC2)cnn1-c1ccc(Cl)cc1	8%	-4%	1.5%	-2%	-3%
CC(=O)c1cccc(NC(=O)COC(=O)c2ccc3c(c2)OCO3)c1	11%	6%	0.7%	x	34%
O=C(O)C1C2C=CC(O2)C1C(=O)NCc1ccccc1Br (stereo not drawn)	3%	4%	0.5%	3%	-5%
COc1ccc2[nH]c(C(=O)NCCN3CCCCC3)cc2c1	0%	x	x	-3%	10%
CC(C)C1CC(CCN)(c2ccccc2)CCO1 (stereo not drawn)	11%	-4%	i	-19%	-2%
Cc1cc2c(c(=O)n1Cc1cccnc1)C(Cc1ccccc1)C(C#N)=C(N)O2 (stereo not drawn)	-2%	-8%	2.5%	3%	-1%
O=[N+]([O-])c1cc(-c2n(-c3ccccn3)c3ccccc3[n+]2-c2ccccn2)ccc1Cl	3%	5%	2.8%	3%	16%
CC(=O)Nc1ccc2nc(NC(=O)COc3ccc([N+](=O)[O-])cc3)sc2c1	-2%	5%	0.2%	-3%	8%
O=C(c1cccc(C(F)(F)F)c1)C1CCCN(Cc2ccccc2O)C1 (stereo not drawn)	8%	-3%	0.9%	-9%	75%
CCn1ccnc1CN(C)Cc1cn(-c2ccc(C)cc2)nc1-c1ccc(F)cc1	u	-1%	0.2%	-1%	77%
COC(=O)c1c(-n2c(C)cc(C=O)c2C)sc2c1CCCC2	19%	2%	i	0%	6%
COc1cc(S(=O)(=O)N2CCOCC2)ccc1NC(=O)COC(=O)/C=C/c1cc(OC)c(OC)c(OC)c1	3%	1%	i	x	-2%
Cn1c(=O)c2c(ncn2CC(O)CNc2cccc(Cl)c2)n(C)c1=O (stereo not drawn)	-10%	-4%	0.1%	13%	2%
O=C(CN1CCC(c2nc3ccccc3s2)CC1)N1CCCCC1	2%	-6%	6.9%	3%	2%
Nc1nc2sc3c(c2cc1C(=O)N1CCOCC1)CCCC3	-7%	-1%	0.6%	-7%	46%
COC(=O)c1ccccc1S(=O)(=O)N1CCC(C(=O)OCC(=O)c2ccccc2OC)CC1	-7%	-5%	10%	7%	14%
COc1ccc(CCN2CC(C(=O)NCc3cnn(C(C)C)c3)CCC2=O)cc1 (stereo not drawn)	0%	-1%	3.7%	-8%	-20%
CC(NC(=O)CCNC(=O)c1ccc(Br)cc1)c1ccc(S(N)(=O)=O)cc1 (stereo not drawn)	-8%	2%	i	-4%	-11%
CCn1cc(S(=O)(=O)CC(=O)Nc2cccc(C)c2)c2ccccc21	0%	-2%	10%	-2%	-12%	inhibitors of VEEV 10K pilot screen=2.1
CCC(C)(C)NC(=O)c1ccc(Br)o1	5%	-5%	2.1%	-8%	i
COc1ccc(-c2ccc(CNCCCN3CCOCC3)o2)cc1Cl	-4%	5%	2.6%	8%	6%
COc1ccc(-c2cc3ccc(OCC(N)=O)cc3oc2=O)cc1OC	10%	-4%	1.8%	-21%	18%
COc1ccc(/C=N/NC(=O)C2C(C=C(Cl)Cl)C2(C)C)c(OC)c1 (stereo not drawn)	14%	1%	0.6%	-30%	31%
Cc1cc(C)n2nc(N)c(N=Nc3ccc4c(c3)OCO4)c2n1	1%	4%	0.8%	1%	-18%
CC(=O)N1c2ccc(S(=O)(=O)N(C)CC(=O)NCc3ccc(C)cc3)cc2CC1C (stereo not drawn)	0%	12%	i	-18%	10%
OCC(O)C(O)C(O)C(O)c1nc2ccccc2[nH]1 (stereo not drawn)	9%	2%	1.7%	-12%	-18%
COC(=O)CCCC1=CC2=C(c3ccccc3)C(=O)C(C)(OC(=O)C3CCCC3)C(=O)C2=CN1CCN1CCOCC1 (stereo not drawn)	4%	12%	0.8%	-1%	3%
Cc1cc(=O)oc(C)c1C(=O)Nc1ccc(N(C)C)cc1	2%	12%	0.1%	-36%	-4%
CC1C(=O)N2CCCc3cc(NC(=O)C(=O)NCCN4CCOCC4)cc1c32 (stereo not drawn)	-2%	0%	5.9%	6%	-2%
O=C(Nc1ccc(NC(=O)c2ccco2)c(Cl)c1)c1ccc2c(c1)OCCO2	0%	8%	i	-12%	1%
CCNCC1(c2ccc(OC)c(OC)c2)CCCC1	-1%	5%	i	8%	-1%
CCOC(=O)N1CCN(C(=O)CSc2nnc(-c3cc(OC)cc(OC)c3)o2)CC1	u	-3%	6.9%	-13%	u
COc1ccc(CCC(=O)Nc2cc(Cl)ccc2N2CCN(C)CC2)cc1	12%	x	x	0%	21%
C/C(=N\NC(N)=S)c1ccc(Cl)s1	12µM*	1%	2.7%	0%	u
CC(Sc1nnc(-c2ccccc2F)n1C1CC1)C(N)=O (stereo not drawn)	1%	0%	0.1%	6%	-6%
COC(=O)c1ccc(COC(=O)CNC(=O)C2CCCCC2)cc1	7%	-16%	2.0%	x	56%
CC(=O)Nc1nnc(CCN2CCCCC2)s1	-21%	-24%	0.8%	-5%	-8%
O=C(NCC(F)(F)F)Nc1ncccn1	-6%	-2%	i	6%	-19%
OCCC1CN(Cc2ccsc2)CCN1C1CCCC1 (stereo not drawn)	0%	3%	0.7%	-5%	-1%
COC(=O)c1c(C)[nH]c(C(=O)CN2CCOCC2)c1C	-5%	6%	0.1%	-3%	-8%
COc1ccc(/C=N/NC(=O)Nc2cccc3nsnc23)c(OC)c1	-2%	-6%	0.1%	-16%	14%
COc1ccc(Nc2nc(NCCO)nc(OC)n2)cc1	5%	0%	2.4%	-5%	-4%
CS(=O)(=O)N(CC(N)=O)Cc1ccc(Cl)cc1	-9%	5%	1.8%	-4%	17%
O=C(c1nn(-c2ccccc2)c(=O)c2ccccc12)N1CCN(c2ncccn2)CC1	-5%	-4%	3.1%	-9%	1%
Additional structures follow.
SMILES	H37Rv inhibition	influenza NS1A	inhibitors of VEEV	Salmonella PhoP GFP	M. tuberculosis	others
COc1ccc(/C(C)=N/Nc2nc(C)c(C(C)=O)s2)cc1	63%	-5%	7.1%	-5%	65%
Cc1ccccc1Nc1c(F)c(F)c(F)c(F)c1C(=O)O	8%	-2%	1.2%	-9%	10%
CCC(C)N(C(=O)COC(=O)CSc1ccc(C)c(C)c1)C1CCS(=O)(=O)C1 (stereo not drawn)	-2%	-5%	2.9%	x	8%
Cc1ccc(CSCC(=O)N(C)CC(=O)Nc2ccccc2Cl)cc1	7%	1%	8.8%	2%	39%
Nc1ccc(NC(=O)c2ccco2)c(Cl)c1	-2%	-4%	0.5%	3%	13%
Cc1cc(SCC#N)nc2ccccc12	7%	-7%	1.1%	-3%	3%
COc1ccc(Cl)cc1NC(=O)CSc1cccc[n+]1[O-]	4%	-18%	0.7%	x	8%
COc1ccc(NC(=O)Cn2nc(C(=O)O)c3ccccc3c2=O)cc1S(=O)(=O)N1CCCCC1	3%	-2%	i	x	8%
Cc1ccc(SCCC(=O)NCCSCc2ccccc2C)cc1	4%	-14%	i	4%	-5%
CC1CCN(c2nnc(NC(=O)Cn3c(=O)oc4ccccc43)s2)CC1	-7%	-4%	1.9%	x	x
CC(C)(C)CC(=O)Nc1ccccc1N1CCN(c2ccccc2)CC1	0%	4%	2.1%	0%	11%
CCn1c(SCC(=O)NCC2CCCO2)nc2c(c1=O)SCC2 (stereo not drawn)	-11%	-13%	1.5%	-9%	-9%
O=C(C1CCN(S(=O)(=O)c2cccc3cccnc23)CC1)N1CC=C(c2ccccc2)CC1	-5%	x	x	6%	23%
COc1cc(C(=O)Nc2ccc3c(c2)Cc2ccccc2-3)cc(OC)c1OC	9%	2%	0.5%	-6%	-12%
CC(=O)N1c2ccc(S(=O)(=O)NCc3ccco3)cc2CC1C (stereo not drawn)	-2%	0%	1.6%	-10%	-9%
COc1ccc(CC(=O)N(C)Cc2ccc(C(C)(C)C)cc2)cc1S(=O)(=O)N1CCOCC1	-23%	-6%	6.8%	3%	2%
Nc1c(S(=O)(=O)c2ccccc2)cnc2c(-c3ccc(F)cc3)cnn12	-2%	-4%	i	3%	2%
